Mac1 fbg inh: inhibitors of human CD11b/CD18 binding to fibrinogen; P05107+P11215; 93,000 tested, 0.54% active; AID 1497; inhibition, % at 10 µM; K562 CD11b/CD18 adhesion to fibrinogen, ATPlite luminescence; Mn2+ added to activate the integrin;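 active = primary inhibition of 50% or more at 10 µM, then 40% or more on retest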; also: some results filed as inactive read as strong as hits
Target sequence (P05107 whole entry, looked up, other chains not shown): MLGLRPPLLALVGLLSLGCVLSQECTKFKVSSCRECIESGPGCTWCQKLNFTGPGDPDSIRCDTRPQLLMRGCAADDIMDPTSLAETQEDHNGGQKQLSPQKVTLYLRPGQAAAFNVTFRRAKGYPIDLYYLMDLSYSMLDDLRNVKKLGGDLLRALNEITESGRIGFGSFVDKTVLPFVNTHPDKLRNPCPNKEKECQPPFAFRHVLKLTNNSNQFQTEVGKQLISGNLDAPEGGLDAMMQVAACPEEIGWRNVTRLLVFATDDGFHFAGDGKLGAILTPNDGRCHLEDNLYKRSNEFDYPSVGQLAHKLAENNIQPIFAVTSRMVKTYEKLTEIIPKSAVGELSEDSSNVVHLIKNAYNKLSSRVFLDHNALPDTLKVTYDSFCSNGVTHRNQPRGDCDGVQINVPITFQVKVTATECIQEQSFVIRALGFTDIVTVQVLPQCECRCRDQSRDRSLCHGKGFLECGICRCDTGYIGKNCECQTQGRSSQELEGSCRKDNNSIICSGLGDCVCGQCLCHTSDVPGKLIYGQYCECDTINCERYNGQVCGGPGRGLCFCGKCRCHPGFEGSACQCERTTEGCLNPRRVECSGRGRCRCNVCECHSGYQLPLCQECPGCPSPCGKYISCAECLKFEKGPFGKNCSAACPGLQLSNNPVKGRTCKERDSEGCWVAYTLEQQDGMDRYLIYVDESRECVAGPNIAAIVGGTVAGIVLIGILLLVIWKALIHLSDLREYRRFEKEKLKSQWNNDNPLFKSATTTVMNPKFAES
Active calls of the source: *. The list is partial. The share of hits here may be higher or lower than overall.

SMILES	Mac1 fbg inh
Cc1cc(Br)ccc1NC(=S)Nc1cccc([N+](=O)[O-])c1	99*
O=C(O)c1cc(-c2ccc(N3CCOCC3)cc2)nn1-c1ccc(F)cc1F	-16
Cc1cccc(NC(=S)NCCc2ccc(S(N)(=O)=O)cc2)c1C	12
CC(=O)NC(CC(=O)c1ccc([N+](=O)[O-])cc1)C(Cl)(Cl)Cl (centres undefined)	6
COc1cc(NS(=O)(=O)c2ccc(N/C=C(\C=O)c3nc4ccccc4o3)cc2)nc(OC)n1	8
CC(C)NC(=O)COC(=O)c1cc(Br)ccc1Cl	2
CN(C)c1ccc(C=C(c2nnnn2-c2ccccc2)c2nnnn2-c2ccccc2)cc1	-10
Cc1nnsc1C(=O)N/N=C/c1ccccc1	33
CCC(C)(C)NC(=O)/C=C/c1cccs1	-9
CCOc1ccc(C(CC(=O)O)NC(=O)c2sc3ccccc3c2Cl)cc1 (centres undefined)	-27
CCCOc1ccc(C(=O)O/N=C(\CC)c2ccc(C)cc2)cc1	83
COc1ccc2oc3cc(C)[n+]([O-])c(-c4ccc(Br)cc4)c3c2c1	0
Cc1ccc(S(=O)(=O)Nc2ccccc2C=Nc2cccc(C)c2C)cc1	0
Cc1ncsc1CCOC(=O)c1ccc([N+](=O)[O-])cc1	-2
COc1ccc(NC(=O)/C(=C/c2cccnc2)NC(=O)c2cccs2)cc1	-3
CCCC1=[N+](CC(=O)c2ccc(C)cc2)CCn2cccc21	-7
O=C(CN1CCN(c2ccccc2O)CC1)NC(c1ccccc1)c1ccccc1	13
COc1cccc(-n2c(SCC(=O)Nc3ccc4c(c3)CCC4)nc3ccccc3c2=O)c1	-26
O=C(Cn1c2ccccc2c(=O)c2cc([N+](=O)[O-])ccc21)Nc1ccccc1Cl	3
CCCCNC(=S)N(C)/N=C/c1ccc(OCc2ccc(C(=O)OC)cc2)c(OC)c1	1
COC(=O)c1[nH]c2ccccc2c1NC(=O)/C=C/c1ccc2c(c1)OCO2	-9
O=c1[nH]c(-c2ccccc2F)nc2c1sc(=S)n2Cc1ccccc1	92
O=C(N/N=C\c1ccc(-c2ccc([N+](=O)[O-])cc2)o1)c1ccc2c(c1)OCO2	-8
COc1ccc(C)cc1N(C(=O)c1cccc(F)c1)c1nc2ccccc2s1	25
Cc1ccccc1OCCSc1nnc(-c2cccnc2)n1N	10

More structures
SMILES	Mac1 fbg inh
COc1ccc(C(=O)NCc2ccccc2)cc1Br	0
OC(COCC1COc2ccccc2O1)CN1CCN(c2ccc(F)cc2)CC1 (centres undefined)	-1
Cc1ccc(N2C(=O)C3C4CC(=O)C(c5ccccc54)C3C2=O)cc1C (centres undefined)	4
O=C(N/N=C/C=C/c1ccco1)/C(=C/c1ccccc1)NC(=O)c1ccccc1	4
O=C1C=C(NCc2ccc(Cl)cc2)CCC1	2
CCOc1ccc(NC(=O)c2sc(N3CCOCC3)nc2-c2ccccc2)cc1	21
O=C(CN1CCSC1=NCc1ccccc1)c1ccc(Cl)cc1	3
CC1(C)CC(=O)C(N=Nc2ccc(Cl)cc2)=C(O)C1	-27
COc1ccc(C2c3c(ccc4ccccc34)Oc3ncn4nc(-c5ccco5)nc4c32)cc1OC (centres undefined)	-7
CCOc1ccccc1NC(=S)N(Cc1cc2ccc(C)cc2[nH]c1=O)CC1CCCN1CC (centres undefined)	21
CCN(CC)S(=O)(=O)c1cccc(NC(=O)/C=C/c2cccc([N+](=O)[O-])c2)c1	40
COc1ccc(NC(=S)N2CCN(c3ccccn3)CC2)cc1OC	3
C/C(=N\NC(=O)c1ccc(NS(=O)(=O)c2cccs2)cc1)c1ccc(C(C)(C)C)cc1	30
Cc1cc(C)cc(-n2c(C)cc(/C=N\NC(=O)COc3cccc4cccnc34)c2C)c1	34
CCCn1c(SCC(=O)c2c[nH]c3ccccc23)nnc1-c1ccncc1	7
CCN(C(=O)CSc1ccc2ccccc2c1)C1CCS(=O)(=O)C1 (centres undefined)	0
Cc1cc[n+](-c2nc3ccccc3nc2[N-]S(=O)(=O)c2cccs2)cc1C	-6
Cc1ccc(-n2c(SCC(=O)Nc3cccc(S(=O)(=O)NC4=NCCCCC4)c3)nc3ccccc3c2=O)cc1C	5
CN(C)c1ccc(/C=N/N=C/c2ccccc2O)cc1	25
Cc1ccccc1C(=O)N1CCN(c2ccc([N+](=O)[O-])c(NCc3cccnc3)c2)CC1	-3
CCc1nc2ccc(C(=O)Nc3cccc(C(C)=O)c3)cc2nc1CC	-3
C/C(=N\NC(=O)c1cc2c(s1)CCC(C)C2)c1cccnc1 (centres undefined)	1
O=C(COC(=O)c1ccc([N+](=O)[O-])s1)Nc1ncc(C(F)(F)F)cc1Cl	1
Cc1nn(-c2ccccc2)c2nc(C(F)(F)F)[nH]c(=O)c12	26
Cc1cc(C)cc(NC(=O)Cn2c(-c3ccccc3Cl)nc3ccccc32)c1	10

(cont.)
SMILES	Mac1 fbg inh
Cc1ccc(C(=O)COc2ccccc2-c2ccccc2)cc1	-14
C=CCn1c(O)c(N=NC(=O)c2ccccc2NS(=O)(=O)c2cccs2)c2ccccc21	2
O=C(OCn1nnc2ccccc2c1=O)c1cc(-c2ccccc2)nc2ccccc12	0
O=C(COC(=O)c1ccccc1C(=O)c1ccccc1)NCCc1ccccc1	8
CCOc1ccc(-c2c(=O)n(OCc3ccc([N+](=O)[O-])cc3)c3ccccc3[n+]2[O-])cc1	13
COc1cccc2c(=S)c(CCC(C)=O)c(C)[nH]c12	8
COc1cc(/C=C/C(=O)OCC(=O)c2c[nH]c3ccccc23)ccc1OC(F)F	14
Cc1ccsc1/C=N/Nc1nc2ccccc2[nH]1	-6
COc1ccc(/C=N/NC(=S)NC2CCS(=O)(=O)C2)cc1 (centres undefined)	-10
COc1ccc(CCNC(=O)CC2SC(=NCCC(C)C)NC2=O)cc1OC (centres undefined)	-1
C/C(=N\NC(=O)c1ccccc1)c1cc2cc([N+](=O)[O-])ccc2oc1=O	19
CCC(=O)NC(=S)Nc1ccc(NC(=O)c2ccc(OC)cc2)cc1	11
O=C(CC(NC(=O)c1ccccc1)c1ccccc1)Nc1cccc2ccccc12 (centres undefined)	-8
Cc1ccc(Cl)cc1N1CCN(C(=O)COc2ccc3c(c2)CCC3)CC1	24
Cc1c(C(=O)Nc2ccc(-c3nnc4n3CCCCC4)cc2)oc2c1ccc1ccccc12	25
CCC[C@@H](NS(=O)(=O)c1ccc(C)cc1)C(=O)Oc1ccc2c3c(c(=O)oc2c1)CCC3	38
O=C(NCC1CCCO1)c1sc2cc(Cl)ccc2c1Cl (centres undefined)	15
CCc1ccc(OCC(=O)NC(NC(=S)Nc2ccccc2C)C(Cl)(Cl)Cl)cc1 (centres undefined)	6
O=[N+]([O-])c1ccc(-c2csc(Nc3ccccc3)[n+]2Cc2ccccc2)cc1	13
CC1Cc2ccccc2N1C(=O)CO/N=C/c1ccccc1OC(F)F (centres undefined)	4
Cc1ncc(CO)c(/C=N/N=C/c2ccccc2O)c1O	-5
Cc1ccc(OCc2ccc(C#N)cc2)c(C(=O)c2cc(C#N)c(=O)n(C3CC3)c2)c1	15
CCc1ccc(OCC(=O)N2c3ccccc3CCc3ccccc32)cc1	-17
Cc1cccc(OCc2nc3c4c(ncn3n2)-c2ccccc2CC42CCCC2)c1	16
Cc1ccc(CN(Cc2ccc(C)o2)C(=S)NCC(=O)O)cc1	-11

Additional records.
SMILES	Mac1 fbg inh
CCc1ccc2c(c1)C1(C(=O)N2)N2CCCC2C(C(=O)c2ccc3ccccc3c2)C12C(=O)Nc1ccccc12 (centres undefined)	43
Cn1cc(Cl)nc1C(O)c1ccccc1 (centres undefined)	-7
Cc1c(NC(=O)C(=O)/C=C(/O)c2ccccc2)c(=O)n(-c2ccccc2)n1C	-3
Cc1ccccc1NC(=O)COC(=O)Cc1cccc(C(F)(F)F)c1	-10
CCCn1nnc(NC(=S)NC(=O)c2cccs2)n1	-6
COc1ccc(NC(=S)Nc2cc(C)cc(C)n2)cc1OC	6
COc1ccccc1Nc1nc(N)nc(CSC(=S)N2CC(C)CC(C)C2)n1 (centres undefined)	-9
Cc1ccccc1NC(=O)c1c(C)nc(SCC(=O)OCc2ccccc2)c(C#N)c1-c1ccc(F)cc1	-14
O=C(CSc1nnc(Nc2ccccc2)s1)NCc1cccs1	-16
COc1cccc(NC(=S)N/N=C2\CC(C)(C)Oc3ccc(O)cc32)c1	-26
CN(C)CCCO/N=C(\c1ccccc1)c1ccncc1	20
N#C/C(=C\c1ccc(-c2ccc(F)cc2)o1)C(=O)Nc1nc(-c2cccs2)cs1	31
CNC(=S)Nc1ccc(C23CC4CC(CC(C4)C2)C3)cc1	8
O=C(Nc1ccc(N2CCCC2)cc1)c1cccc(-c2cc3ccccc3oc2=O)c1	-8
CCc1nnc(NS(=O)(=O)c2ccc(NC(=S)NC(=O)c3ccc(OC)cc3)cc2)s1	26
COCCn1c(SCc2nc3scc(-c4ccc(Cl)cc4)c3c(=O)[nH]2)nnc1-c1cccc(C)c1	57
Cc1ccccc1CN(CC(=O)Nc1cccc([N+](=O)[O-])c1)S(=O)(=O)c1ccc(Cl)cc1	-11
O=S(=O)(NC1CCCCC1Oc1ccccc1)c1ccccc1 (centres undefined)	14
O=C(NC(=S)N1CCOCC1)c1ccc([N+](=O)[O-])cc1	8
CC(/C=N/NC(=O)c1cc(-c2ccc(C)s2)[nH]n1)=C\c1ccccc1	0
CN(C(=O)COC(=O)c1cccnc1Nc1cccc(C(F)(F)F)c1)C1CCS(=O)(=O)C1 (centres undefined)	7
Cc1c(Cl)cccc1NC(=O)CNC(=O)c1ccccc1F	3
CCN1CCN(S(=O)(=O)c2ccc(C)c([N+](=O)[O-])c2)CC1	3
Cc1cc(C)c2c(N=NN3CCCCC3)[nH]nc2n1	19
CCCNC(=O)Cn1c(=O)cnc2ccccc21	-24

Gathered by group: the compounds so far containing fluorine
SMILES	Mac1 fbg inh
O=C(O)c1cc(-c2ccc(N3CCOCC3)cc2)nn1-c1ccc(F)cc1F	-16
O=c1[nH]c(-c2ccccc2F)nc2c1sc(=S)n2Cc1ccccc1	92
COc1ccc(C)cc1N(C(=O)c1cccc(F)c1)c1nc2ccccc2s1	25
OC(COCC1COc2ccccc2O1)CN1CCN(c2ccc(F)cc2)CC1 (centres undefined)	-1
O=C(COC(=O)c1ccc([N+](=O)[O-])s1)Nc1ncc(C(F)(F)F)cc1Cl	1
Cc1nn(-c2ccccc2)c2nc(C(F)(F)F)[nH]c(=O)c12	26
COc1cc(/C=C/C(=O)OCC(=O)c2c[nH]c3ccccc23)ccc1OC(F)F	14
CC1Cc2ccccc2N1C(=O)CO/N=C/c1ccccc1OC(F)F (centres undefined)	4
Cc1ccccc1NC(=O)COC(=O)Cc1cccc(C(F)(F)F)c1	-10
Cc1ccccc1NC(=O)c1c(C)nc(SCC(=O)OCc2ccccc2)c(C#N)c1-c1ccc(F)cc1	-14
N#C/C(=C\c1ccc(-c2ccc(F)cc2)o1)C(=O)Nc1nc(-c2cccs2)cs1	31
CN(C(=O)COC(=O)c1cccnc1Nc1cccc(C(F)(F)F)c1)C1CCS(=O)(=O)C1 (centres undefined)	7
Cc1c(Cl)cccc1NC(=O)CNC(=O)c1ccccc1F	3

Other compounds
SMILES	Mac1 fbg inh
Cc1cc(C(=O)CN2C(=O)NC(C)(CC(C)C)C2=O)c(C)n1-c1ccc2c(c1)OCO2 (centres undefined)	-2
O=C(NCC(c1cccs1)N1CCOCC1)c1ccccc1NS(=O)(=O)c1cccc([N+](=O)[O-])c1 (centres undefined)	71
Cc1ccc2c(COC(=O)CNC(=O)c3ccccc3)cc(=O)oc2c1	-6
Cn1c(=O)n(C)c2cc([N+](=O)[O-])c(N3CCN(S(=O)(=O)c4ccccc4)CC3)cc21	26
CCn1c(SCC(=O)NC2CCCc3ccccc32)nnc1-c1ccncc1 (centres undefined)	-8
Nc1nccnc1C(=O)OCC(=O)Nc1cccc(S(=O)(=O)N2CCCCC2)c1	7
Cc1cc(C)c(Nc2cc(S(=O)(=O)O)c(N)c3c2C(=O)c2ccccc2C3=O)c(C)c1	18
CCC1CCC(c2nnc(-c3ccc([N+](=O)[O-])cc3)o2)CC1 (centres undefined)	-9
COc1ccccc1N=CC1=C(O)CC(c2ccccc2)CC1=O (centres undefined)	-6
CCCCC(O)(CCCC)C(=O)NN(C(=O)CCl)c1ccccc1	14
Cc1nnc(SC(C)C(=O)NC2CCCc3ccccc32)n1-c1ccccc1 (centres undefined)	6
COc1ccc(NC(=O)C2(c3ccc(NC(=O)c4ccc(OC)cc4)cc3)CCCC2)cc1	5
COc1ccc(/C=C2/SC(=O)N(CC(O)Cn3c4ccccc4c4ccccc43)C2=O)cc1 (centres undefined)	-9
Cc1ccc(/C=C/C(=O)Nc2ccc(Oc3ccccc3)cc2)o1	-16
CCOC(=O)c1c(C)[nH]c(C)c1C(=O)COC(=O)c1cc2ccccc2cc1O	62*
C=CCn1c(SCC(=O)NC2CCS(=O)(=O)C2)nnc1-c1cc2c(s1)CCC(CC)C2 (centres undefined)	5
CCOC(=O)c1cc(CC)sc1NC(=O)C1CC(=O)NN1Cc1ccccc1 (centres undefined)	-30
CCN(CC)S(=O)(=O)c1ccc(/C=C/C(=O)OCC(=O)Nc2cccc3ccccc23)cc1	-6
Cc1ccc(C)c(NC(=O)C(Sc2nnc(-c3cccs3)o2)c2ccccc2)c1 (centres undefined)	6
CN1/C(=C\C=Nc2cc(S(=O)(=O)N3CCOCC3)ccc2N2CCOCC2)C(C)(C)c2ccccc21	5
Cc1ccc(-c2nnc(NCc3nc4ccccc4[nH]3)c3ccccc23)cc1S(=O)(=O)N1CCCCC1	11

Bioassay records (PubChem BioAssay)
